LEDGF integ inh: blockers of LEDGF/p75-dependent integrase strand transfer – biochemical, TR-FRET, high throughput, primary screen | HIV-1 integrase (with human LEDGF/p75) | TR-FRET IN-LEDGF/p75 DNA integration, Eu/Cy5 | inhibition, % at 3.7 µM | actives 0.64% (n = 370,000);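 active means inhibition above the screen-wide mean plus 3 SD, cut at about 13% in these data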;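 further: signal is the Cy5 over europium emission ratio at 671 and 618 nm; 0% = plate median of compound wells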
ADAM10 inh: human ADAM10 inhibitors, primary screen, biochemical, QFRET, HTS; Disintegrin and metalloproteinase domain-containing protein 10 (Homo sapiens), O14672; recombinant ADAM10, EDANS/DABCYL FRET peptide cleavage, 3 h; inhibition, % at 7 µM; actives 0.62% (n = 370,000);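 active means inhibition above a per-campaign cutoff equal to the mean of compounds falling between control-based bounds plus 3 SD, cut at about 20% in these data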;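 further: 0% = DMSO wells while the 100% control is not disclosed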
ASAP1 GAP inh: inhibitors of human ASAP1 ArfGAP activity, primary screen, biochemical, fluorescence polarization. Arf-GAP with SH3 domain, ANK repeat and PH domain-containing protein 1 (Homo sapiens), …. inhibition, % at 16.5 µM. ASAP1-stimulated ARF1 GTP hydrolysis, GDP FP detection. AID 624377, 2012. actives 0.19% (n = 360,000); in the data active means inhibition above about 25%;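 further: 0% = vehicle with enzyme and substrate and 100% = no enzyme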
TDP2 inh: human TDP2 enzyme inhibitors, primary screen, biochemical, epi absorbance, recombinant enzyme | Tyrosyl-DNA phosphodiesterase 2 (Homo sapiens), O95551 | T5PNP hydrolysis, p-nitrophenol absorbance 415 nm | inhibition, % at 12.8 µM | actives 0.34% (n = 370,000);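 active means inhibition above the mean of all tested compounds plus 3 SD, set per campaign, cut at about 25% in these data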;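 further: 0% = DMSO with enzyme and 100% = buffer with substrate but no TDP2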
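Assay system: Recombinant human TDP2 | Quantity: 120 nM TDP2 per well | Incubation: 2 h at 37 °C | Signal: Epi absorbance | Evaluation: Percent inhibition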
Tn6 DDE FP: inhibitors of Tn6 peptide binding to fibrin DD(E), primary screen, biochemical, fluorescence polarization, human fibrin, Tn6 probe; Fibrinogen beta chain (Homo sapiens), P02675; Fibrin DD(E) TRITC-Tn6 fluorescence polarization displacement; inhibition, % at 8.3 µM; actives 0.21% (n = 370,000); AID 720509, 2013;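 active means inhibition above a per-campaign cutoff: mean of compounds within control limits plus 3 SD, cut at about 15% in these data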;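 further: 0% = median of all compound wells on the plate and 100% = blocking peptide control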
PLCg1 inh: PLC-gamma1 enzyme inhibitors, primary screen, biochemical, fluorescence, purified enzyme; 1-phosphatidylinositol 4,5-bisphosphate phosphodiesterase gamma-1 (Homo sapiens), P19174; fluorogenic substrate; inhibition, % at 12.2 µM; actives 0.84% (n = 370,000); AID 720700, 2013; in the data active means inhibition above about 9.5%
KLK7 zymogen act: proKLK7 zymogen activators, primary screen, biochemical, fluorescence intensity; Kallikrein-7 (Homo sapiens), P49862; actives 0.9% (n = 370,000); purified proKLK7, EDANS-DABCYL substrate fluorescence; 100% is mature enzyme control, 0% vehicle; activation, % at 7 µM;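 active means activation above the mean of all tested compounds plus 3 SD, computed per campaign excluding outliers beyond control limits, cut at about 13% in these data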
Target sequence (P49862 whole entry, looked up): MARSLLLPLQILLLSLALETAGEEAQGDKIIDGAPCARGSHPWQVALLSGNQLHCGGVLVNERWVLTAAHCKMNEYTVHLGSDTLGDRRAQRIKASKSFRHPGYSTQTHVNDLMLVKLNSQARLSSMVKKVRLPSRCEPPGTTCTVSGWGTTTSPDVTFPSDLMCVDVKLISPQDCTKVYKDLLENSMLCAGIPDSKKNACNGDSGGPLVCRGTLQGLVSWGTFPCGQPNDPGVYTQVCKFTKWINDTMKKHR
ADAM17 inh: ADAM17 inhibitors, primary screen, biochemical, QFRET; recombinant ADAM17, EDANS/DABCYL FRET peptide cleavage; inhibition, % at 6.95 µM; actives 0.83% (n = 370,000);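 active means inhibition above the mean of compounds lying between control limits plus 3 SD, set per campaign, cut at about 8.5% in these data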;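 further: 0% = DMSO-only wells as the low control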
Target sequence (P78536 215-824 limits assumed): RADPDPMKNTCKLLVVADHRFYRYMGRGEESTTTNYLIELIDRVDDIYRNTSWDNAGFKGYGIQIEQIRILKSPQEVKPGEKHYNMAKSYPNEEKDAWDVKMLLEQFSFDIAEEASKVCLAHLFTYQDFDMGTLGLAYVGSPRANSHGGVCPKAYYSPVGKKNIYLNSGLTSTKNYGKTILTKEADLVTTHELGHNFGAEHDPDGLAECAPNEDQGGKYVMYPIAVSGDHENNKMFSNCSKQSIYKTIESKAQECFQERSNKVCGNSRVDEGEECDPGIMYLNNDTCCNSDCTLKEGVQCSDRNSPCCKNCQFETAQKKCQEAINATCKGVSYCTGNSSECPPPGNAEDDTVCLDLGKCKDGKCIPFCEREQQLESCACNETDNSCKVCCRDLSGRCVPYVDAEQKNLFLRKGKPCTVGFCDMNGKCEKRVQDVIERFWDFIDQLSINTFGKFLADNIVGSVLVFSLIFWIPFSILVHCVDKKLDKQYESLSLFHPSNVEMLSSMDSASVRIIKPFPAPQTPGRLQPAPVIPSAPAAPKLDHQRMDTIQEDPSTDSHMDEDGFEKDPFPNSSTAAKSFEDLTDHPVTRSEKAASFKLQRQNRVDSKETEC
DDE Tn7 FP inh: inhibitors of Tn7 peptide binding to fibrin DD(E), primary screen, biochemical, fluorescence polarization, human fibrin, Tn7 probe | FP displacement of FITC-Tn7 peptide from fibrin DD(E); 0% = median of compound wells per plate | inhibition, % at 8.3 µM | actives 0.13% (n = 370,000);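 active means inhibition above the mean of compounds falling within the control limits plus 3 SD of them, cut at about 14% in these data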;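 further: 0% = plate median of compound wells and 100% = 10 µM Aha-Tn7 peptide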
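Test system – human fibrin DD(E) · Times – 10 min preincubation, 3 h with tracer, room temperature · Detection – fluorescence polarization of the labelled Tn7 tracer · Measure – percent inhibition normalized to high-control wells · Benchmarks – high control wells with 10 µM unlabelled Aha-Tn7 peptide (full inhibition) · Repeats – singlicate testing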
ARFGAP1 inh: inhibitors of rat ARFGAP1 GAP activity, primary screen, biochemical, fluorescence polarization, GDP tracer; ADP-ribosylation factor GTPase-activating protein 1 (Rattus norvegicus), Q62848; Arfgap1-stimulated ARF1 GTP hydrolysis, GDP FP detection; inhibition, % at 16.5 µM; actives 0.26% (n = 360,000);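 active means inhibition above a per-plate limit, mean inhibition of low control wells plus 3 SD, cut at about 25% in these data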;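 further: 0% = DMSO wells with enzyme and 100% = wells lacking Arfgap1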
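material = rat Arfgap1 catalytic domain, aa 1-136 | also added = human ARF1(Δ1-17)-GTP substrate | compound dosing = one concentration, 16.5 µM, DMSO 1.26% | times = GTP hydrolysis reaction 2 h at 25 °C | measured by = FP, GDP Alexa 633 tracer displaced from anti-GDP antibody, 620/688 nm | evaluation = percent inhibition of Arfgap1-stimulated GTP hydrolysis | replication = single well per compound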
Starred values were filed as active, the others as inactive; i = inactive.

SMILES	LEDGF integ inh	ADAM10 inh	ASAP1 GAP inh	TDP2 inh	Tn6 DDE FP	PLCg1 inh	KLK7 zymogen act	ADAM17 inh	DDE Tn7 FP inh	ARFGAP1 inh
O=C(Nc1ccc2c(c1)CCC2)c1ccc(Cl)nc1	4	5	9	-7	-2	1	-0.5	3	-3	4
CCC(=NCCc1c(C)[nH]c2ccccc12)C1=C(O)CC(c2ccccc2)CC1=O (stereo not drawn)	-3	-4	3	-3	6	5	-0.1	4	-5	0
Cc1cc(S(=O)(=O)N2CCOCC2)ccc1OCC(=O)NCc1ccco1	-1	2	-1	-2	-10	0	-1.0	-4	8	9
CCC(C)(C)C1CCC(=NNC(=S)Nc2ccccc2)CC1 (stereo not drawn)	-1	-2	0	9	-10	1	-0.4	-6	-7	8
Cc1oc2cc(Br)c(O)c(Br)c2c1C(=O)c1ccccc1	1	9	7	-8	3	1	-0.1	5	-8	-1
Nc1ccc2c(c1)C(=O)CCC2	2	0	-21	-7	1	-43	0.5	0	-10	4
C=CCN1C(=O)c2ccc(C(=O)N(C)CC(=O)Nc3ccccc3Br)cc2C1=O	0	12	-7	-6	0	-2	-0.3	-2	0	8
O=C(Nc1cccc(F)c1)Nc1nnc([C@@H]2C[C@H](O)[C@@H](CO)O2)s1	-1	-2	-6	-7	-4	4	0.3	5	0	16
Cn1c(=O)c(-c2cc(Br)ccc2N)nc2ccccc21	-1	3	-7	1	9	-3	0.2	-4	1	3
CC(C)Cc1cc(C(=O)N2N=C(C(F)F)CC2(O)C(F)F)c2ccccc2n1 (stereo not drawn)	1	11	-19	-2	11	-2	-0.1	5	6	15
COc1ccc(C(C)(C)C)cc1NC(=O)OC[C@@H]1CSCCS(=O)(=O)N1	4	-4	1	-1	0	0	0.0	1	-4	-1
COC(=O)C1CCN(c2ccc(C(N)=O)cc2[N+](=O)[O-])CC1	1	8	-5	-1	0	0	-0.6	-6	1	6
O=C(Nc1ccc2c(c1)C(=O)N(C1CCCCC1)C2=O)C1CCCO1 (stereo not drawn)	1	-478	6	6	8	-173	-26	-80	6	-14
N#CCc1c(C#N)c(N)nc(N2CCOCC2)c1C#N	-1	-56	7	9	4	-37	-57	-18	-4	-4
N/C(=N/OC(=O)c1ccc(Cl)cc1)c1ncc([N+](=O)[O-])s1	4	-4	1	-2	0	0	0.2	2	-4	-2
CCCCN1CC[C@H]2C=CC[C@@H](C(=O)Nc3nccs3)[C@H]2C1=O	2	-7	-2	5	0	0	0.6	-1	-3	-2
O=C(CNS(=O)(=O)c1ccccc1)N1CCN(Cc2ccccc2)CC1	-1	-8	8	-5	0	1	0.3	-2	-2	7
Cn1c(SCC(=O)Nc2cccc(F)c2)nnc1-c1cccnc1	1	-4	11	2	3	0	-0.6	0	1	-2
O=C(NC(=S)Nc1cccnc1Cl)c1ccco1	-2	-18	1	10	1	-4	1.0	-9	1	6
CCn1cc(Br)c(C(=O)Nc2cccc(Cl)c2)n1	3	1	6	6	1	-1	-0.1	0	-2	3

Three structures from above, sorted by molar mass, largest number first:
SMILES	LEDGF integ inh	ADAM10 inh	ASAP1 GAP inh	TDP2 inh	Tn6 DDE FP	PLCg1 inh	KLK7 zymogen act	ADAM17 inh	DDE Tn7 FP inh	ARFGAP1 inh
Cn1c(SCC(=O)Nc2cccc(F)c2)nnc1-c1cccnc1	1	-4	11	2	3	0	-0.6	0	1	-2
CCn1cc(Br)c(C(=O)Nc2cccc(Cl)c2)n1	3	1	6	6	1	-1	-0.1	0	-2	3
N/C(=N/OC(=O)c1ccc(Cl)cc1)c1ncc([N+](=O)[O-])s1	4	-4	1	-2	0	0	0.2	2	-4	-2

Additional structures.
SMILES	LEDGF integ inh	ADAM10 inh	ASAP1 GAP inh	TDP2 inh	Tn6 DDE FP	PLCg1 inh	KLK7 zymogen act	ADAM17 inh	DDE Tn7 FP inh	ARFGAP1 inh
CCN(CCNC(=O)CS(=O)(=O)Cc1nc(-c2cccc(OC)c2)oc1C)c1ccccc1	2	8	7	-5	3	5	-0.3	5	-7	6
CC(=O)Nc1ccc(S(=O)(=O)O)c(OC(C)=O)c1	-2	-16	0	12	2	1	-0.7	-6	0	-4
COc1ccc(CC(=O)OCC(=O)NC(=O)NC2CCCCC2)cc1	2	1	-3	0	4	-1	0.4	1	6	-1
Cc1ccccc1NC(=O)c1ccc(C)c(S(=O)(=O)NCc2cccnc2)c1	0	2	-13	-3	-9	-1	-0.7	-2	9	-7
NCCCC[C@H](N)c1nnc([C@H](CCC(=O)O)NC(=O)C2CCNCC2)o1	-2	1	9	-3	0	-2	-0.1	-3	5	2
O=C(C1COc2ccccc2O1)N1CCN(c2ccccc2O)CC1 (stereo not drawn)	-1	-4	-5	6	-5	-1	-0.5	-1	7	7
CCc1nc2ccc(C(=O)N3CCCC(C(N)=O)C3)cn2c1N(C)Cc1ccc(OC)cc1 (stereo not drawn)	6	-4	-3	-6	-7	10*	0.6	5	-2	-5
CCCCNC(=O)c1ccccc1SCC(=O)NC1CCCCCCC1	2	-2	-4	4	-2	1	-0.3	-3	8	0
CCN(CCO)Cc1csc2ccccc12	0	1	7	8	-3	1	0.4	3	-8	1
N#Cc1ccc(S(=O)(=O)N2CCC(C(=O)Nc3cccc(C(=O)NC4CC4)c3)CC2)cc1	0	-9	8	0	3	4	-0.1	-2	5	-16
O=C(C[C@@H]1C[C@@H]2c3cc(NC(=O)C4CCC4)ccc3O[C@@H]2[C@@H](CO)O1)NCc1ccc(Cl)cc1	2	-5	-3	-3	-3	2	0.9	-1	7	13
CC(C)CCNC1=CC(=O)CC(c2ccccc2)C1 (stereo not drawn)	-2	-3	2	-6	-5	-3	0.0	-5	7	-12
O=C1N(Cc2ccc(F)cc2Cl)c2ccccc2C12OCCCO2	-4	4	9	2	0	-1	-0.1	0	-3	-6
C=CCn1c(SCc2nc3ccccc3[nH]2)nnc1-c1ccccn1	-6	-11	1	-7	-6	-2	-0.9	-6	-2	13
CS(=O)(=O)N1CCCC(C(=O)Nc2c(F)cccc2F)C1 (stereo not drawn)	-1	-3	1	-4	-3	-2	-0.2	-1	-3	7
COc1ccc(C2SCC(=O)N2c2ccc(OC)cc2)cc1 (stereo not drawn)	0	1	14	-8	-6	0	0.0	-3	2	2
C=CC[C@@H](CC(=O)OC(C)(C)C)C(=O)OC[C@H]1CCCN1C(=O)[C@@H](CC=C)CC(=O)N(CCO)Cc1ccccc1	0	1	-1	-13	0	4	0.2	1	8	-4
Cc1ccc(C(=O)NNC(=O)c2ccccc2)cc1S(=O)(=O)N1CCCCC1	0	-9	-7	6	2	2	0.3	-7	10	-15
CCC1OC23CCCCC2C(C#N)(C(=N)O3)C1(C#N)C#N (stereo not drawn)	1	i	3	10	5	-294	14*	-411	2	-5
CCn1c2ccccc2c2cc(NC(=O)COC(=O)c3ccccc3O)ccc21	3	3	-4	-3	-8	-1	0.2	-3	11	2
COc1ccc(S(=O)(=O)N2CCOC2CNC(=O)C(=O)NCc2ccco2)cc1C (stereo not drawn)	0	-4	2	5	-2	2	0.1	-5	-2	9
O=C(CSc1nc2ccc(Nc3nc(N4CCOCC4)nc(N4CCOCC4)n3)cc2s1)N1CCOCC1	-5	0	25*	4	-6	-1	0.2	-3	7	12
CC1(C(=O)NS(=O)(=O)c2ccccc2)CCN1C(=O)c1ccccc1CCc1ccccc1 (stereo not drawn)	-3	-8	-4	6	-4	0	0.4	-4	-7	4
CCOC(=O)N1CCC(N2CCN(c3cc(C)ccc3C)CC2)CC1	4	1	-1	5	2	4	-0.1	-1	-5	-11
Cc1ccc(C)c(N2CCN(CC(=O)Nc3ccc4[nH]c(=O)[nH]c4c3)CC2)c1	-4	-22	12	-8	-1	-2	1.0	-5	-4	0
Cc1nc(-c2ccccc2)sc1-c1nnc(C2CC2)o1	-5	-121	2	-5	5	-160	0.9	-53	8	4
CC(=O)c1ccc(N2CCN(C(=O)c3ccc4c(=O)n(-c5ccccc5)c(=O)[nH]c4c3)CC2)cc1	0	-22	-19	3	2	-6	0.4	-8	5	-1
CCN(CC)C(=O)C1=C(C)N(Cc2ccc(OC)cc2)C(=O)C(CC(=O)NCc2cccc3ccccc23)C1 (stereo not drawn)	-5	-5	0	0	-6	-1	0.8	-5	-3	6

Compound activity: PubChem BioAssay, The Scripps Research Institute Molecular Screening Center
